Yeast superoxide: caloric restriction mimetics inhibiting age-related superoxide in yeast. AID 2690. 330,000 tested, 0.18% active. superoxide response (% of plate mean), % at 10 µM. S. cerevisiae aged cells, superoxide DHE fluorescence; hits give low values;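 active = superoxide response under a set limit, about three screen SD below normal, cut at about 65% in these data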;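 also: yeast aged for seven days with compound at 30 °C before DHE staining; 100% = average MFI of all compound-treated wells on the plate with controls excluded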
GRK2 aptamer HTS: human GRK2 inhibition via aptamer displacement; 330,000 tested, 0.59% active; AID 488847; P25098; bead flow cytometry, FAM-aptamer displacement from GRK2; inhibition of aptamer binding, % at 10 µM;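 active = inhibition of aptamer binding above 40%, roughly 3 SD of noise, on plates passing a quality check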;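 also: median bead fluorescence of bound FAM aptamer so fluorescent compounds give negative values; no value below 0 was filed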
VLA-4 inh: inhibition in a human VLA-4 binding assay. VLA-4 expressing cells, ligand binding flow cytometry. inhibition, % (about 7 µM as worked out from the volumes in the protocol). AID 2557. 330,000 tested, 0.2% active. P13612; in the data active = inhibition above about 50%
GLD-1 RNA inh: GLD-1-TGE RNA interaction inhibition (C. elegans) | Q17339 | purified GLD-1 + fluorescein TGE RNA, fluorescence polarization | inhibition, % at 5.96 µM | 320,000 tested, 0.44% active;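 active = percent inhibition above a per-plate cutoff, the plate mean of test compounds plus 3 SD, cut at about 30% in these data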;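 also: 0% = DMSO wells with GLD-1 and probe and 100% = wells lacking GLD-1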
Target sequence (Q17339 whole entry, looked up): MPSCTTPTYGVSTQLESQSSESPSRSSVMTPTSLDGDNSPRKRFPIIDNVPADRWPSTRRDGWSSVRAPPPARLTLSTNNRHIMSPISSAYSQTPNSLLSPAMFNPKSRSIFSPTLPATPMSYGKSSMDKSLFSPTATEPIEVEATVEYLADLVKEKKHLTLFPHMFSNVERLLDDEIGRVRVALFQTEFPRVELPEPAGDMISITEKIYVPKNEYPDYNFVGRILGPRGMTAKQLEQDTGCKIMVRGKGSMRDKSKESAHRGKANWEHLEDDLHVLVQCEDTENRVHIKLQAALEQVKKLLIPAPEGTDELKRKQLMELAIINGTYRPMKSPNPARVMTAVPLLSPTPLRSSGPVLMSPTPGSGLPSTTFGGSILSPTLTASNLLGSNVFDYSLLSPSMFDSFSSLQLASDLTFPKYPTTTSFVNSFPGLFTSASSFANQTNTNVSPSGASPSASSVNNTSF
MCL1-BIM inh: inhibitors of human MCL1 binding to BIM-BH3 peptide | Q07820 | GST-MCL1 / FITC-Bim-BH3 fluorescence polarization | inhibition, % at 10.9 µM | 320,000 tested, 0.68% active | AID 2057;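 active = inhibition above the mean inhibition of all tested compounds plus 3 SD, set per campaign, cut at about 40% in these data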;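 also: 0% = DMSO wells and 100% = unlabeled Bim-BH3 peptide control; higher means more loss of mP so more displacement of Bim peptide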
MEX-5 binding: C. elegans MEX-5 TCR-2 RNA binding activity. Q9XUB2. MEX-5/FITC-TCR2 RNA binding, fluorescence polarization; hits give low values. activity score (negative = inhibition of binding), % at 10 µM. 300,000 tested, 0.38% active. AID 1832;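 active = inhibition past about -25% in most replicates, and total fluorescence under double the plate's negative control median, limit read from the data; inconclusive = replicates evenly split on the limit, or fluorescence at least double controls; inactive = too little inhibition in most replicates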;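 also: 0% = DMSO and -100% = 5 µM competing unlabeled TCR2 RNA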
BCLXL inh: Bcl-xL (human) inhibition; GST-Bcl-xL / FITC-Bim BH3 peptide fluorescence polarization; inhibition, % at 10.9 µM; 320,000 tested, 0.7% active; AID 2129; Q07817;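 active = inhibition above the mean of all tested compounds plus 3 SD, cutoff set per campaign, cut at about 30% in these data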;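 also: 0% = DMSO wells and 100% = unlabeled Bim-BH3 peptide competitor; inhibitors lower millipolarization by displacing the labeled peptide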
Target sequence (Q07817 whole entry, looked up): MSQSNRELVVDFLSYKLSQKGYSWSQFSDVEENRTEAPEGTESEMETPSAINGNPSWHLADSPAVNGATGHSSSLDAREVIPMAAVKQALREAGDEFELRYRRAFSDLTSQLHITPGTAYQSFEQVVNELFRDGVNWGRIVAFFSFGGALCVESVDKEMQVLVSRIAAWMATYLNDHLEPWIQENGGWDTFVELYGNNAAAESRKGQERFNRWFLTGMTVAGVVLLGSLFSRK
CIT2-GFP yeast: alters CIT2-GFP fluorescence in TOR pathway yeast screen. S. cerevisiae CIT2-GFP strain, flow cytometry, 3 h; 100 means same as DMSO wells. 320,000 tested, 0.065% active. GFP response vs DMSO, % at 10 µM;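 active = GFP response relative to DMSO above a set limit, near the screen mean plus 3 SD, cut at about 150% in these data; inconclusive = Fewer than 70 cells measured for a yeast strain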;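 also: ratio of well median GFP fluorescence to mean of DMSO wells on the plate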
AGP1-GFP MLPCN: modulators of TOR pathway AGP1-GFP in S. cerevisiae. S. cerevisiae AGP1-GFP multiplex flow cytometry, 3 h; GFP as percent of DMSO wells. GFP response vs DMSO, % at 10 µM. 320,000 tested, 0.02% active;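 active = GFP response relative to DMSO above a set limit, near screen average plus 3 SD, cut at about 150% in these data; inconclusive = fewer than 70 cells counted for the yeast strain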;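 also: median GFP channel fluorescence of the gated AGP1 strain per well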
The depositor's hits bear a star; ? = inconclusive; . = no result given. Not all compounds are listed. The share of hits here may be higher or lower than overall.

1: C[C@]12CC[C@H](O)CC1=CCC1C2CC[C@]2(C)C(=O)[C@H](Br)CC12 (stereo not given in full)
2: Cc1ccc2c(c1)CCCN2N=O
3: O=c1[nH]c(=S)n(C2CC2)c(O)c1C=NCCN1CCOCC1
4: CSc1ccccc1C(=O)C1CCCN(Cc2cccc(C)n2)C1 (stereo not given)
5: CN1CCN(Cc2nc3ccccc3n2C)CC1
6: CCN1CCN(c2ccc(N)c(C)c2)CC1
7: COc1ncccc1C(=O)NCC(CC(=O)O)c1ccccc1 (stereo not given)
8: COc1cccc(CNCCc2ccc3c(c2)OCO3)c1OC
9: Oc1ccc(CC2(N3CCCC3)CCCCC2)cc1
10: Cc1ccccc1N1C(=O)CC(=O)N(c2ccccc2C)C1=O
Compound,1,2,3,4,5,6,7,8,9,10
Yeast superoxide,101,81,98,117,115,102,103,105,93,96
GRK2 aptamer HTS,0,1,4,0,0,0,1,1,3,0
VLA-4 inh,-2,25,3,3,18,11,-3,0,0,8
GLD-1 RNA inh,-2,1,7,-5,4,2,1,4,7,-13
MCL1-BIM inh,.,0,0,9,7,8,6,2,9,-18
MEX-5 binding,.,1.3,1.2,0.9,0.1,3.9,0.0,1.0,-2.2,2.9
BCLXL inh,.,-3,5,6,2,8,5,-1,2,-19
CIT2-GFP yeast,90,106,115,105,93,104,.,112,102,102
AGP1-GFP MLPCN,95,100,84,105,101,104,93,104,99,100

11: CC(=O)n1cc(C=C2C(=O)NC(=O)NC2=O)c2ccccc21
12: O=C(NC(Oc1ccccc1)C(Cl)(Cl)Cl)c1ccccc1 (stereo not given)
13: Cc1c(N=Nc2c(O)n(Cc3ccccc3)c(=O)[nH]c2=O)c(=O)n(-c2ccccc2)n1C
14: CN(C)CCN(C(=O)COc1ccc(Cl)cc1)c1nc2cc3c(cc2s1)OCO3
15: CCC1C=CC=CC[C@H](C)[C@@H](O)[C@](C)(O)C(=O)[C@@H](C)[C@H](O)[C@@H](C)C(=O)[C@H](C)[C@@H](O)[C@H](C)C=CC(=O)OC2[C@@H](C)C(CC1)OC1(CC[C@@H](C)C(C[C@H](C)O)O1)[C@@H]2C (stereo not given in full)
16: COC(=O)C1=C(c2ccc(F)cc2F)C[C@@H]2CC[C@H]1N2C(=O)NCCCOC(C)C
17: COc1ccc(-n2c(O)c(C(C)=NCCN3CCNCC3)c(=O)[nH]c2=O)cc1
18: N#CC1=C(N)Oc2c(c(=O)sc3ccccc23)C1c1cccnc1 (stereo not given)
19: CCOP(=O)(Oc1ccccc1)c1c([N+](=O)[O-])cc(C(F)(F)F)cc1[N+](=O)[O-] (stereo not given)
20: N/C(=N/[N+](=O)[O-])N1CCN(C(=O)Oc2ccc([N+](=O)[O-])cc2)CC1
Compound,11,12,13,14,15,16,17,18,19,20
Yeast superoxide,113,98,83,103,82,93,96,105,107,87
GRK2 aptamer HTS,0,0,1,0,5,0,6,5,0,0
VLA-4 inh,13,10,-10,4,38,12,6,16,22,16
GLD-1 RNA inh,3,1,-2,-2,8,4,5,-2,5,-1
MCL1-BIM inh,-3,8,-5,7,-10,5,9,10,3,-1
MEX-5 binding,-3.8,1.6,-2.5,-3.2,.,.,-1.5,-3.6,-1.1,0.8
BCLXL inh,3,8,0,2,1,1,8,9,4,5
CIT2-GFP yeast,102,97,98,102,83,101,92,102,97,99
AGP1-GFP MLPCN,109,97,99,99,89,103,111,100,102,96

13 structures out of the list, arranged by formula weight, smallest number first:
6: CCN1CCN(c2ccc(N)c(C)c2)CC1
5: CN1CCN(Cc2nc3ccccc3n2C)CC1
9: Oc1ccc(CC2(N3CCCC3)CCCCC2)cc1
10: Cc1ccccc1N1C(=O)CC(=O)N(c2ccccc2C)C1=O
7: COc1ncccc1C(=O)NCC(CC(=O)O)c1ccccc1 (stereo not given)
8: COc1cccc(CNCCc2ccc3c(c2)OCO3)c1OC
18: N#CC1=C(N)Oc2c(c(=O)sc3ccccc23)C1c1cccnc1 (stereo not given)
20: N/C(=N/[N+](=O)[O-])N1CCN(C(=O)Oc2ccc([N+](=O)[O-])cc2)CC1
17: COc1ccc(-n2c(O)c(C(C)=NCCN3CCNCC3)c(=O)[nH]c2=O)cc1
19: CCOP(=O)(Oc1ccccc1)c1c([N+](=O)[O-])cc(C(F)(F)F)cc1[N+](=O)[O-] (stereo not given)
16: COC(=O)C1=C(c2ccc(F)cc2F)C[C@@H]2CC[C@H]1N2C(=O)NCCCOC(C)C
13: Cc1c(N=Nc2c(O)n(Cc3ccccc3)c(=O)[nH]c2=O)c(=O)n(-c2ccccc2)n1C
Compound,6,5,9,10,7,8,18,20,17,19,16,13
Yeast superoxide,102,115,93,96,103,105,105,87,96,107,93,83
GRK2 aptamer HTS,0,0,3,0,1,1,5,0,6,0,0,1
VLA-4 inh,11,18,0,8,-3,0,16,16,6,22,12,-10
GLD-1 RNA inh,2,4,7,-13,1,4,-2,-1,5,5,4,-2
MCL1-BIM inh,8,7,9,-18,6,2,10,-1,9,3,5,-5
MEX-5 binding,3.9,0.1,-2.2,2.9,0.0,1.0,-3.6,0.8,-1.5,-1.1,.,-2.5
BCLXL inh,8,2,2,-19,5,-1,9,5,8,4,1,0
CIT2-GFP yeast,104,93,102,102,.,112,102,99,92,97,101,98
AGP1-GFP MLPCN,104,101,99,100,93,104,100,96,111,102,103,99

14: CN(C)CCN(C(=O)COc1ccc(Cl)cc1)c1nc2cc3c(cc2s1)OCO3
Compound,14
Yeast superoxide,103
GRK2 aptamer HTS,0
VLA-4 inh,4
GLD-1 RNA inh,-2
MCL1-BIM inh,7
MEX-5 binding,-3.2
BCLXL inh,2
CIT2-GFP yeast,102
AGP1-GFP MLPCN,99

More entries.
21: CN(C)P1(N(C)C)=NC(C(F)(F)F)=NC(C(F)(F)F)=N1
22: CCN1C(=O)c2ccccc2Sc2ccc(C(=O)N3CCC4(CC3)OCCO4)cc21
23: CC1N=C(c2ccccc2Cl)c2cc(Br)ccc2NC1=O (stereo not given)
24: c1cncc(CNCCc2ccc3c(c2)OCO3)c1
25: CCN1C(=O)NC(=O)/C(=C\c2cn(CC(=O)N3CCCC3)c3ccccc23)C1=O
26: COc1ccc(S(=O)(=O)NCc2ccc(C(=O)N3CCC4(CC3)OCCO4)cc2)cc1
27: N=c1n(CCO)c2ccccc2n1Cc1ccccc1
28: CCN(CC)c1ccc(N=Cc2c(O)n(-c3ccc(OC)cc3)c(=O)[nH]c2=O)cc1
Compound,21,22,23,24,25,26,27,28
Yeast superoxide,96,113,104,89,114,79,108,107
GRK2 aptamer HTS,2,0,6,0,0,0,2,0
VLA-4 inh,-1,9,-11,9,11,-8,9,-12
GLD-1 RNA inh,0,6,-2,7,-15,0,-2,-3
MCL1-BIM inh,0,-3,5,3,-12,3,1,41*
MEX-5 binding,0.8,1.5,1.5,1.2,?,2.0,3.3,-34*
BCLXL inh,6,3,5,3,-2,2,0,26
CIT2-GFP yeast,111,109,104,96,101,97,96,.
AGP1-GFP MLPCN,100,110,103,90,101,106,96,96

Assay outcomes (PubChem BioAssay)
